# Screens deposited in PubChem BioAssay by several laboratories.
# MBD2 inh – inhibitors of human MBD2 binding to methylated oligonucleotide; inhibition, % at 4.4 µM; Q9UBB5; AID 686964; TR-FRET; 0.31% of 370,000 active; in the data active means inhibition above about 13%
# mABHD4 FP – ABHD4 (mouse) inhibition, primary FP screen; Q8VD66; purified mABHD4, FP-Rh probe fluorescence polarization; inhibition, % at 8.92 µM; 0.54% of 370,000 active; AID 720543;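 active means inhibition exceeding the mean over every tested compound plus 3 SD, cut at about 30% in these data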;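 further: 0% = plate median of compound wells and 100% = S159A mutant with DMSO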
#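 Test system: mouse ABHD4 enzyme, wild type. Reagent: FP-Rh fluorescent activity-based probe, added after compound pre-incubation. Timing: pre-incubation 45 min, probe exposure 60 min, at 25 °C. Technique: FP readout, ex 525 nm / em 598 nm. Benchmarks: high control S159A mutant with DMSO, low control median of compound wells.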
# GC-B act – GC-B (human) receptor activation | activation, % at 10 µM | P20594 | AID 1920062 | 0.11% of 370,000 active | HEK293-GC-B cells, CNP EC30, cGMP TR-FRET; 0% at EC30 CNP, 100% saturating CNP;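 active means activation at 10 µM reaching about 35% in either raw or pattern-adjusted values, limit read from the data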
# NPR1 activator – GC-A (human) enzyme activation; activation, % at 10 µM; AID 1671463; HEK293 GC-A cells, cGMP TR-FRET, EC30 ANP; 0% at EC30 ANP, 100% saturating ANP; P16066; 0.14% of 370,000 active; in the data active means activation above about 40%
# Target sequence (P16066 whole entry, looked up): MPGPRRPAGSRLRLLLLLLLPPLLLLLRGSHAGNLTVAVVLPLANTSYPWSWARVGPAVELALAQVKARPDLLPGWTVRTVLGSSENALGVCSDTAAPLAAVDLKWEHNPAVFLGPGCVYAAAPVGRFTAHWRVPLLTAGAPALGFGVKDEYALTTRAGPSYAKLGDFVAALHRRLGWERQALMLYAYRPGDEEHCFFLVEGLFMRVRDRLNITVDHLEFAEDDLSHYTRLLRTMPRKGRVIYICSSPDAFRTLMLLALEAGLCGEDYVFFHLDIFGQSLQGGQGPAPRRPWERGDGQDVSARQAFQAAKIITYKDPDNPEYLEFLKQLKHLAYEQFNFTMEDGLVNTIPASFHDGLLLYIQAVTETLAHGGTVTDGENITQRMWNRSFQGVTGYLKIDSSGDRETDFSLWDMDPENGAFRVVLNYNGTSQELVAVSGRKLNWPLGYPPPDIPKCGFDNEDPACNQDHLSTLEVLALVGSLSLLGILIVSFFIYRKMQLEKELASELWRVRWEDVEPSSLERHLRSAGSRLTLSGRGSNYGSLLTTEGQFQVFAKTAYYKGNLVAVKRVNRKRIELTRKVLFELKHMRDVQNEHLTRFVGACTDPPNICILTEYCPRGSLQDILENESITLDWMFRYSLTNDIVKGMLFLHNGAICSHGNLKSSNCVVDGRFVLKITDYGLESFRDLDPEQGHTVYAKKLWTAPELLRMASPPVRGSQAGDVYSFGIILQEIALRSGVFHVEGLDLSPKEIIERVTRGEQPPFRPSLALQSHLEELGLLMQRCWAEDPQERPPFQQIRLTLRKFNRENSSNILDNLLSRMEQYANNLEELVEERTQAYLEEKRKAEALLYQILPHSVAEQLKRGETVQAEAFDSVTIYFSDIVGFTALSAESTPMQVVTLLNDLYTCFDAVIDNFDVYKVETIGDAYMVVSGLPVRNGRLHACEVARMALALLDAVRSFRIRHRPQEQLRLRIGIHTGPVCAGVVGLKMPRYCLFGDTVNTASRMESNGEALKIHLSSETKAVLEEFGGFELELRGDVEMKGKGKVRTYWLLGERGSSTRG
# rCAG RNA binder – r(CAG) repeat RNA binding; TO-PRO-1 dye displacement fluorescence; inhibition, % at 3 µM; 1.3% of 370,000 active;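 active means inhibition above the plate cutoff, the mean of all test compounds on that plate plus 3 SD, cut at about 35% in these data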;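 further: 0% = DMSO alone and 100% = 100 µM mitoxantrone as full dye displacement; higher means more dye released from RNA so lower well fluorescence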
# SIAE inh – human SIAE inhibition, primary screen. Q9HAT2. SIAE FP-Rh probe binding, fluorescence polarization. inhibition, % at 9.66 µM. 0.69% of 370,000 active. AID 1053197;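 active means inhibition above a cutoff: mean of compounds within the control limits plus 3 SD of those, cut at about 17% in these data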;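 further: 0% = plate median of compound wells and 100% = probe without SIAE protein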
# HTRA1 inh – inhibitors of human serine peptidase HTRA1; 0.5% of 340,000 active; Q92743; recombinant HTRA1, FP-rhodamine activity-based probe, fluorescence polarization; inhibition, % at 5.96 µM; in the data active means inhibition above about 36%;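 further: 0% = enzyme with DMSO and 100% = wells lacking enzyme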
# UHRF1 binding – blocks human UHRF1 binding to methylated DNA. Q96T88. UHRF1 binding to methylated oligo, TR-FRET. inhibition, % at 4.4 µM. 0.75% of 370,000 active; in the data active means inhibition above about 21%;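 further: UHRF1 SRA domain binding a hemimethylated CpG hairpin DNA probe; 0% = median of test compound wells and 100% = reference inhibitor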
# PRMT1 FP inh – inhibitors of human PRMT1; recombinant PRMT1, activity-based probe fluorescence polarization; inhibition, % at 2.79 µM; 1.3% of 370,000 active;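 active means inhibition above about 21% made by adding two undisclosed values, limit read from the data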
# TCR-CD3 inh – human TCR-CD3 binding inhibition | TAMRA-labeled TCR probe fluorescence, biochemical | inhibition, % at 9.4 µM | 0.37% of 360,000 active | AID 651800; in the data active means inhibition above about 19%;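 further: recombinant mutant TCR 2C K166C tagged with TAMRA read by polarization; 0% = receptor in buffer alone and 100% = receptor with positive control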
# The depositor's hits bear a star; x = not tested or not shown.
SMILES,MBD2 inh,mABHD4 FP,GC-B act,NPR1 activator,rCAG RNA binder,SIAE inh,HTRA1 inh,UHRF1 binding,PRMT1 FP inh,TCR-CD3 inh
N#C/C(=C\c1cccnc1)C(=O)Nc1ccc(Cl)cc1,1.0,-4.9,-11.1,-22.0,2.7,-0.5,-3.1,1.6,2.6,0.8
Cc1c(C(=O)N2CCN(C)CC2)oc2ccc(S(=O)(=O)N3CCOCC3)cc12,-2.2,-3.4,-0.1,2.0,3.0,6.3,3.8,0.9,-1.4,1.3
COc1ccccc1-c1nc(C(F)(F)F)c(OC)o1,0.7,-4.2,2.9,-5.1,-0.1,1.8,-5.1,0.0,-1.3,6.3
COc1cccc(CN2CCN(Cc3cc4ccccc4[nH]3)CC2CCO)c1 (stereo not given),1.6,1.9,6.3,3.8,-8.0,1.8,-1.6,1.3,4.1,11.9
Cc1[nH]nc2c1C1(CCN(C(=O)OCc3ccccc3)CC1)C(C#N)=C(N)O2,2.0,-6.2,1.6,-0.2,-3.6,1.6,-4.8,-4.8,2.4,4.1
CC1CN(Cc2c(O)ccc3c(=O)c(-c4ccccc4)coc23)CC(C)O1 (stereo not given),-2.5,4.5,-2.0,-2.9,-1.4,4.5,-7.2,-0.6,-2.6,0.8
COc1ccc(-c2csc(Nc3cccnc3)n2)cc1,1.7,8.6,-7.5,9.2,1.2,4.2,7.4,5.7,0.9,-0.1
CCOC(=O)N1CCN(S(=O)(=O)c2ccc3c(c2)CC(C)N3C(=O)C2CC2)CC1 (stereo not given),6.0,-12.0,0.3,7.5,-2.9,-6.3,-1.2,6.8,7.4,-4.4
CCCCCNC(=O)CSC1=N/C(=C\c2ccc(Cl)c(Cl)c2)C(=O)N1CC,0.3,-7.2,-8.7,-3.8,5.3,1.0,-2.9,-2.9,-2.2,0.3
NS(=O)(=O)c1ccc(-c2cccc(/C=C3\SC(=O)NC3=O)c2)cc1,3.1,-55.4,-0.9,-4.4,32.7,-88.5,-19.7,-2.5,2.3,-0.7
Cn1c(N)c(C(=O)COC(=O)/C=C/c2ccc(Cl)cc2)c(=O)n(C)c1=O,5.3,-9.2,2.2,4.2,3.3,-8.1,-3.6,-2.3,-2.9,6.7
Cc1[nH]c2ccc(C(=O)OC(C)C(=O)NC3(C#N)CCCCC3)cc2c1C (stereo not given),1.6,1.2,2.7,-6.2,11.7,11.8,1.9,1.1,-2.3,5.4
Cc1cccc(C)c1NC(=O)NC1(C(=O)N2CCN3CCCC3C2)CCCCC1 (stereo not given),3.7,2.7,3.2,0.6,0.0,-5.0,4.0,0.4,2.3,11.2
CCCc1nc2nc(C)c(NS(=O)(=O)c3ccc([N+](=O)[O-])cc3)c(=O)n2[nH]1,4.0,4.0,-1.0,2.6,1.4,0.1,-2.7,-0.6,-0.1,3.4
COc1cccc(-c2nnc(SCCC(=O)O)n2C)c1,4.5,-1.1,3.9,-1.6,-0.1,x,2.1,0.1,1.9,2.1
O=C(N/N=C1\CC(c2ccccc2)Oc2ccccc21)c1ccccn1 (stereo not given),-2.8,-1.0,-0.7,-1.4,-2.3,-1.7,-1.4,0.0,-3.3,6.8
O=C(Nc1ccc(N2CCCCCC2)cc1)c1ccccc1Cl,-1.7,6.9,2.9,-5.6,0.1,4.9,12.2,-2.3,4.2,4.7
CCC(C)[C@H](NC(=O)[C@H](CC(C)C)NC(=O)OC(C)(C)C)C(=O)N[C@@H](Cc1ccccc1)C(=O)OC (stereo not given in full),6.9,-6.4,-22.4,-12.0,3.0,0.0,x,2.0,5.5,x
COc1ccc(/C=N/NC(=O)c2nn(-c3ccccc3)c(=O)c3c(N)scc23)cc1,-1.8,45.7*,-0.8,-1.3,42.4*,11.3,21.4,12.0,22.1*,7.3
Cc1ccc(C(=O)NCC(=O)OCC(=O)NC(C)c2ccccc2)s1 (stereo not given),0.5,-4.0,-4.7,-3.3,-5.0,-4.1,5.5,2.6,-1.3,6.5
NC(=O)c1cc(-c2ccccc2)nc(N2CCCCCC2)n1,0.3,-10.4,-2.5,-6.1,-2.0,-7.1,-21.9,-2.4,0.6,2.3
COc1ccccc1N(C)S(=O)(=O)c1ccc(C(=O)NCc2ccccc2CN2CCCC2)cc1,1.7,6.1,1.9,1.7,4.9,-6.5,-5.4,-0.6,0.3,0.5
O=C(Cc1ccccc1)N1CCC(Oc2cccnc2)CC1,5.8,-0.2,-6.8,3.2,2.8,-1.8,x,0.5,-2.8,x
Cc1ccc2c(CN3CCN(S(=O)(=O)c4ccc(Cl)cc4)CC3)cc(=O)oc2c1C,1.5,-6.5,-8.8,-4.0,1.7,-11.5,1.7,2.5,3.9,-4.7
Cc1cc(C(=O)NNC(=O)c2ccc(F)cc2)c(C)s1,0.2,0.2,6.2,-1.2,0.7,0.0,0.6,-2.0,0.0,2.1
O=C(CSc1ccc(Cl)cc1Cl)N1CCC(c2nc3ccccc3s2)CC1,-0.5,-18.7,x,x,-0.9,-19.8,-57.2,-1.2,-3.7,3.9
COc1ccccc1OCCc1nnc(N)s1,-9.5,-1.9,-1.0,3.9,2.0,4.4,9.4,-4.3,-1.1,8.0
CCc1ccc(C(=O)NC(C(=O)NCC2CCCO2)C(C)C)cc1 (stereo not given),-2.2,-5.4,-5.5,-4.2,-5.1,5.4,4.6,2.5,-6.5,6.0
COc1cc(C2CC(=O)N(CC(=O)NCC3CCCO3)c3ccccc3S2)cc(OC)c1OC (stereo not given),-5.9,0.9,-0.8,-2.8,-7.7,3.0,-0.3,-1.9,-3.2,6.3
Cc1cc(C(F)F)nn1CC(=O)NC1CCCC1,3.6,-5.9,2.5,2.4,1.4,4.6,-0.5,-2.7,0.9,7.2

# 3 of the compounds above, with tabs:
Structure	MBD2 inh	mABHD4 FP	GC-B act	NPR1 activator	rCAG RNA binder	SIAE inh	HTRA1 inh	UHRF1 binding	PRMT1 FP inh	TCR-CD3 inh
COc1ccccc1N(C)S(=O)(=O)c1ccc(C(=O)NCc2ccccc2CN2CCCC2)cc1	1.7	6.1	1.9	1.7	4.9	-6.5	-5.4	-0.6	0.3	0.5
O=C(Cc1ccccc1)N1CCC(Oc2cccnc2)CC1	5.8	-0.2	-6.8	3.2	2.8	-1.8	x	0.5	-2.8	x
Cc1ccc2c(CN3CCN(S(=O)(=O)c4ccc(Cl)cc4)CC3)cc(=O)oc2c1C	1.5	-6.5	-8.8	-4.0	1.7	-11.5	1.7	2.5	3.9	-4.7

# Continued:
SMILES,MBD2 inh,mABHD4 FP,GC-B act,NPR1 activator,rCAG RNA binder,SIAE inh,HTRA1 inh,UHRF1 binding,PRMT1 FP inh,TCR-CD3 inh
CCOC(=O)c1oc2cc(C)cc(O)c2c(=O)c1-c1csc(C)n1,-5.7,-2.5,-9.0,-9.0,2.0,-5.9,-0.9,-0.1,-1.9,-0.4
Cc1cccc(CSc2ncnc3nc[nH]c23)c1,11.1,-11.7,1.4,-1.9,0.1,-1.0,-5.8,5.0,4.5,0.0
NC(=O)CSCc1cccc(Br)c1,-2.7,-2.3,2.2,-0.2,0.7,-1.5,-4.8,-2.9,-2.9,-7.9
Cc1cc2c(=O)n(C)c(SCC(=O)NCC3CCCO3)nc2s1 (stereo not given),-3.7,11.3,3.7,4.2,16.9,-4.3,6.7,-3.7,7.8,1.4
Cc1cccc(C(=O)NC(=S)N2CCN(c3ccc([N+](=O)[O-])cc3)CC2)c1,-2.2,-5.0,-3.8,-4.1,1.8,-0.3,-4.0,-2.8,-2.5,7.7
Cc1csc(NC(=O)c2cc(C)on2)n1,-1.9,2.5,0.4,-0.5,1.3,3.1,5.9,-0.4,-5.8,2.7
Cc1ccc(Nc2ncnc(Cl)c2N)cc1,-6.7,3.1,8.3,2.4,0.4,6.3,3.6,-0.7,1.7,0.1
CCOC(=O)C1(CCOc2ccccc2)CCN(Cc2cccc(OC)c2O)CC1,-4.1,-3.3,0.7,2.9,0.6,5.5,-0.3,0.7,-3.6,7.1
CCOC(=O)C(C)On1c(-c2ccc(Cl)cc2)nc2ccc([N+](=O)[O-])cc21 (stereo not given),3.2,-23.8,15.4,16.3,6.1,-21.6,-48.3,-3.7,0.3,-5.5
O=C(O)c1ccccc1OCC1CCCO1 (stereo not given),0.2,1.2,3.1,-1.4,2.5,8.8,4.5,-1.4,0.5,0.2
Cc1cc(Oc2cnn(C(C)(C)C)c(=O)c2Cl)cc(C(C)C)c1,-1.3,1.7,-3.0,0.0,-1.8,4.4,-1.1,-0.4,-3.7,2.8
O=S(=O)(O)c1cccnc1SCc1ccccc1,1.6,-0.8,3.1,0.2,0.7,5.0,0.8,1.1,-2.4,0.7
Cc1ccc(S(=O)(=O)CCC(=O)N2CCN(c3ccccc3F)CC2)cc1,3.4,-0.9,1.7,-0.8,-5.1,4.8,-3.6,2.7,-0.6,2.8
Cc1ccc(-c2nnn(CC(=O)N(CC3CCCO3)C(C(=O)NCC3CCCO3)c3ccc(F)cc3)n2)o1 (stereo not given),-2.3,5.7,-1.4,4.5,4.9,0.6,2.8,0.0,0.2,7.1
CCC(CC)C(=O)c1c[nH]c(C(=O)NN)c1,1.2,-17.7,1.4,-2.6,-3.3,2.4,-24.5,-1.0,-1.8,5.7
CCCC(=O)N1CCC1(C)C(=O)NS(=O)(=O)c1ccccc1 (stereo not given),-0.7,1.2,-3.9,-4.2,0.9,2.6,x,-0.2,2.1,-6.4
COc1cc2c(cc1OC)CN(C(=O)CCC(=O)c1ccc(F)cc1)CC2,3.6,1.7,4.9,-2.9,9.2,0.7,-9.5,-1.8,-1.6,8.6
CCCCCC(=O)Nc1cccc(C2=NOC3(C2)C[C@H](C(N)=O)N(C(=O)c2ccccc2)C3)c1 (stereo not given in full),-3.4,-3.0,0.8,2.2,0.6,-3.5,-2.1,4.3,3.4,1.4
Cc1ccc(NC(=O)CCNC(=O)c2ccc(Cl)cc2)cc1C,-1.3,3.4,-2.1,-2.9,-1.1,-14.2,-18.5,3.3,1.5,3.5
CC(=O)c1cc2c(cc1NS(=O)(=O)c1cccc(C(=O)O)c1)OCO2,3.6,8.5,0.4,2.8,2.1,3.2,6.9,2.9,3.6,-7.5
COc1ccccc1CN(C)C(=O)CN1CCN(C(=O)c2cccs2)CC1,2.6,2.9,-1.0,-0.6,-0.3,-0.6,1.1,-1.8,2.1,-2.0
Cc1ccccc1NC(=O)NC1(C(=O)NCc2ccco2)CCCCC1,-0.5,0.1,5.3,-0.8,-0.2,1.8,-7.9,-1.4,-11.6,-0.6
Cc1cc(-c2cn3ccccc3n2)c(C)n1-c1ccccc1,1.2,25.7,2.0,1.3,5.9,11.0,35.5,-0.8,2.2,5.7
O=C(Nc1nnc(COc2ccc(Cl)cc2)s1)c1ccco1,1.0,3.4,7.5,14.9,4.0,-3.5,0.0,-1.0,8.0,8.6
CCOc1ccccc1NC(=O)COc1cccnc1[N+](=O)[O-],-1.9,-10.8,-10.8,-5.8,4.6,1.0,-1.4,-2.4,-3.2,4.1
COc1ccccc1CCNC(=O)C(=O)c1cn(CC(=O)N2CCCC2)c2ccccc12,-3.6,-10.3,2.5,0.0,-2.5,-8.9,-4.6,-0.7,-2.3,0.5
O=C(Cc1ccccc1)NCCc1cccc(Cl)c1,-0.7,-2.5,3.3,1.9,-2.8,-3.7,-6.7,3.1,-1.6,-4.8
Cc1nc2cc(Nc3nnc(-c4ccccc4)c4ccccc34)ccc2n1C,3.0,3.2,-4.8,8.5,-3.8,5.4,-6.2,-0.1,2.3,1.4
Cc1ccc2nc(Nc3nc(-c4ccccc4)cc(=O)[nH]3)nc(C)c2c1,4.4,-6.1,-16.5,-10.3,18.2,-14.0,-0.6,3.7,-0.7,3.2

# Some of the compounds tested. The share of hits here may be higher or lower than overall.
